EP2 antag: human EP2 receptor antagonists, primary screen, TR-FRET cAMP, C6 glioma cells; 260,000 tested, 0.52% active; C6 glioma cells expressing human EP2; cells stimulated with saturating PGE2; inhibition, % at 25 µM; AID 1422, 2008;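 active means percent inhibition above 40 after rounding to a whole number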;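 further: rat C6 glioma host cells with rolipram phosphodiesterase inhibitor present; the protocol text gives 20 µM as final concentration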
Target sequence (P43116 whole entry, looked up): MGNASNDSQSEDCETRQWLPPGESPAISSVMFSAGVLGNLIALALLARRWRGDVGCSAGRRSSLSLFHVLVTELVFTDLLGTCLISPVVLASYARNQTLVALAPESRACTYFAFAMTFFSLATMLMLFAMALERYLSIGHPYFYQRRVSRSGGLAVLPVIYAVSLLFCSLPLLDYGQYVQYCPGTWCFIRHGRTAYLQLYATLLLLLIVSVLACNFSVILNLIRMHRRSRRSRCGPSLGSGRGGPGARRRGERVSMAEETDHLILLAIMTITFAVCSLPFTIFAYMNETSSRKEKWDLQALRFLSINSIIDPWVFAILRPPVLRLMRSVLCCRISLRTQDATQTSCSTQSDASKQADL
* = called active by the depositor. A portion of the library; the hit share may differ from the screen's.

SMILES	EP2 antag
COc1ccc(-n2c(CNc3cccc(C(F)(F)F)c3)n[nH]c2=S)cc1	14.5
COc1ccc(Cl)cc1NC(=O)CSc1nnc2c(n1)[nH]c1ccccc12	17.9
O=C(NC1CCCCC1)C(c1ccccn1)N(C(=O)c1csnn1)c1ccccc1-c1ccccc1 (configuration not stated)	10.2
COC(=O)Cc1c(C)nc(-c2ccccc2)[nH]c1=O	13.8
COc1cccc(C(C(=O)NC2CCCC2)N(C(=O)Cc2cccs2)C2CC2)c1 (configuration not stated)	5.8
Cc1cc(C)c2[nH]c(=O)c(CN(CCCO)C(=O)c3ccccc3)cc2c1	10.1
CCn1c(=O)c(C(=O)NNC(C)=O)c(O)c2ccccc21	3.5
CCc1nnc2sc(-c3ccc(NC(=O)COc4ccc(OC)cc4)cc3)nn12	9.7
CCOc1cc(C2NC(=O)c3c(sc4c3CCCC4)N2)ccc1OCC(=O)NC1CCCCC1 (configuration not stated)	9.6
N#CCSc1nnc(-c2ccccc2)o1	8.0
CS(=O)(=O)N(CC(=O)N1CCC(C(N)=O)CC1)c1ccc(Cl)c(Cl)c1	9.4
Cc1cc(C)c2c(NC/C=C/c3ccccc3)n[nH]c2n1	2.0
COC(=O)CN1C(=O)C(O)=C(C(C)=O)C1c1ccc(C)cc1 (configuration not stated)	9.2
COCCOc1cc(CN2CC(CN3CCOCC3)c3ccccc32)ccc1OC (configuration not stated)	13.6
COc1cc(C(c2nnnn2C(C)(C)C)N2CCN(c3ccccc3F)CC2)cc(OC)c1OC (configuration not stated)	6.5
Cc1cn([C@@H]2C[C@H](N=[N+]=[N-])[C@H](CO)O2)c(=O)[nH]c1=O	7.4
Cc1cc(N2CCCCC2)nc(-c2ccccc2)n1	21.3
CCC(c1nnnn1C1CCCCC1)N(Cc1cc2ccc(C)c(C)c2[nH]c1=O)C1CCCC1 (configuration not stated)	10.8
COc1ccc(CN(Cc2cn(C)nc2C)CC2CCCO2)cc1OC (configuration not stated)	6.0
CCNCCNC(=O)c1c(O)c2cc(OC)c(OC)cc2[nH]c1=O	6.2
O=C(CN1CCC2(CC1)NC(=O)c1ccccc1O2)NC1CCCCC1	3.5
CC1Cc2ccccc2N1C(=O)CSc1nc(-c2cccs2)cc(C(F)(F)F)n1 (configuration not stated)	15.3
COc1cccc(-n2c(C)nnc2SCC(N)=O)c1	7.2
Cc1ccc(C2CC(C(F)F)n3ncc(C(=O)NC(C)C)c3N2)cc1 (configuration not stated)	10.5
COc1ccc(-c2nnn(CC(=O)N3c4ccccc4Sc4ccc(Cl)cc43)n2)cc1OC	5.0

The list continues:
SMILES	EP2 antag
COc1cc(NC(=S)NC(=O)c2oc3ccccc3c2C)ccc1NC(=O)c1ccco1	9.3
COc1ccc2[nH]c(=O)c(CN(C(=S)Nc3ccc(F)cc3)C3CCCC3)cc2c1	19.9
Cc1ccc2c(c1)nnn2C1CCN(CC(=O)Nc2cccc(F)c2)CC1	5.3
Cc1oc(-c2ccc(F)cc2)nc1C(=O)NCc1noc(-c2ccccc2)n1	7.7
CN(CC(=O)O)CC(=O)O	13.8
COc1ccc(-c2cc3nc4c(c(NCCCn5ccnc5)n3n2)CCC4)cc1	9.6
C[C@@H](CSC(=N)N)C(N)=O	15.4
C=C1CCC2C(CC2(C)C)C(=O)CCC1O (configuration not stated)	13.7
COC(=O)CCC(=O)OC1(C)C(=O)C2=CN(CCc3ccccn3)C(c3ccc(OC)cc3)=CC2=C(Br)C1=O (configuration not stated)	14.8
CCOC(=O)CSc1nc2sc3c(c2c(=O)n1C1CCCCC1)CC(C)(C)OC3	11.4
CCOC(=O)c1cc(NC(=O)COC(=O)c2ccccn2)ccc1Cl	3.5
CC(C)[C@@H]1O[C@H](/C=C/c2ccccc2)OCC1(C)C	3.0
COc1ccc(OC)c(NC(=O)CN2C(=O)CC(c3ccccc3)=Nc3ccccc32)c1	7.6
CCOc1ccc(NC(=O)C2CC(=O)N(c3ccccc3C)C2)cc1 (configuration not stated)	7.4
COC(=O)C[C@H]1c2cc(F)ccc2S(=O)(=O)N1c1ccc(N(C)C)cc1	14.4
COc1ccc(OC)c(NC(=O)CSc2nc3cccnc3n2Cc2ccccc2)c1	9.3
NC(=O)NOC[C@@H]1NC(=O)NC1=O	14.0
O=c1[nH]c(NC2CCN(S(=O)(=O)c3ccc(C(F)(F)F)cc3)CC2)nc2c1CCC2	5.0
COc1cc2ccccc2cc1C1C(C#N)=C(N)Oc2n[nH]c(C)c21 (configuration not stated)	10.4
CCC(c1nnnn1Cc1cccs1)N1CCN(c2ccccc2)CC1 (configuration not stated)	8.2
CC(C)(C)C(=O)N1CCC(n2nc(-c3cccs3)oc2=O)CC1	4.1
CCC(NC(=O)COc1ncnc2ccccc12)c1ccc(F)cc1 (configuration not stated)	11.6
CC(=O)Nc1ccc(NC(=O)CSc2nnc(-c3ccc(C)cc3)n2C)cc1	9.4
COc1ccc(-c2cc(=O)c3ccccc3o2)cc1OC	16.0
CCOC(=O)C1=C(N)OC2=C(C(=O)CCC2)C1c1ccccc1C (configuration not stated)	5.3

(cont.)
SMILES	EP2 antag
COc1ccc2c(=O)cc(-c3ccncc3)oc2c1OC	9.1
COc1cc(C)c(C2C(C#N)=C(N)Oc3n[nH]c(C)c32)cc1C(C)C (configuration not stated)	14.7
O=C(CN1C(=O)c2cccc3cccc1c23)Nc1ccc2c(c1)OCCO2	15.5
Cc1cccc2cc(CN(Cc3ccccc3)C(=S)NCC3CCCO3)c(=O)[nH]c12 (configuration not stated)	10.8
CC(=O)c1ccc(NC(=S)NC(=O)/C=C/c2ccco2)cc1	16.1
Cc1cc(N(CCO)CCO)nc(NCc2ccccc2)n1	5.1
Cc1ccc2cccc(NS(=O)(=O)c3cn(C)nc3C)c2n1	7.1
CCc1cccc(C)c1NC(=O)COC(=O)C1CC(=O)N(c2ccc(OC(C)C)cc2)C1 (configuration not stated)	9.0
Cc1cc(C)c2c(NCc3cccc4cccnc34)n[nH]c2n1	5.4
COc1ccccc1-n1c(SCC(=O)NC2CCCC2)nnc1-c1ccco1	13.8
CCCn1c(SCC(=O)Nc2c(C)cccc2C)nc2c1c(=O)n(C)c(=O)n2C	10.1
COc1cccc(-n2nnnc2SCC(=O)Nc2ccc(C)cc2C)c1	4.8
CCn1c(=O)oc2cc(S(=O)(=O)NCC3CCN(Cc4ccccc4)C3)ccc21 (configuration not stated)	5.2
Cc1cc(NC(=O)c2ccccc2)ccc1NC(=O)c1ccco1	5.6
COc1ccc(C2=NOC(c3nnc(-c4ccccc4)o3)C2)cc1 (configuration not stated)	12.9
COc1ccc(-c2cc(C(F)(F)F)nc(SCC(=O)N3CCOCC3)n2)cc1	10.7
Cn1c([N+](=O)[O-])cnc1CN1CCN(CCO)CC1	8.3
CCCn1c(SCC(=O)Nc2ccccc2Br)nnc1-c1cccnc1	9.6
Cc1cc2ccccc2n2c(=O)n(CC(=O)Nc3cccc4ncccc34)nc12	15.2
Cc1cc2c(o1)c1cnn(CC(=O)N(C)C)c(=O)c1n2C	2.6
COc1ccc(N2CCN(S(=O)(=O)c3ccc(S(=O)(=O)NC4CC4)cc3)CC2)cc1	5.4
CCc1nc(N)c(C#N)c(-c2ccccc2)c1C	8.7
C=CCN1/C(=C2/SC(=S)N(C)C2=O)Sc2ccccc21	2.0
CC(C)NC(=O)C1CC(=O)N(c2ccc(C(C)C)cc2)C1 (configuration not stated)	8.0
CCCCN1C(N)=NC[C@@H]1C(C)O (some centres not stated)	10.1

Further compounds
SMILES	EP2 antag
Nc1cccc(C(=O)Nc2nccs2)c1	12.4
Cc1cc2cc(CN(Cc3cccs3)C(=S)NCc3ccccc3)c(=O)[nH]c2cc1C	14.2
O=C(O)CC(NCc1ccco1)C(=O)Nc1ccccc1 (configuration not stated)	8.5
O=C1Nc2ccc(S(=O)(=O)Nc3ccccc3F)c3cccc1c23	3.0
Cc1nc(NC(=O)C2CC2)sc1C(=O)Nc1cccc(Cl)c1	10.0
COc1cc(NC(=O)c2ccc(C)c(C)c2)ccc1NC(=O)c1ccco1	12.8
COc1ccc(-n2c(SCC(=O)N3CCCCCC3)nnc2-c2ccncc2)cc1	7.6
Cc1sc2nc(C3CC3)n(C3CCN(CC(N)=O)CC3)c(=O)c2c1C	5.7
O=C(Cn1c(Cc2ccccc2)nc2ccccc2c1=O)N1CCOCC1	14.3
Cc1cc(C)c2nc(SCC(=O)NCc3ccccc3)c(C#N)cc2c1	15.3
CCCn1c(COc2ccc(OC)cc2)nc2ccccc21	9.1
COc1ccc(-c2cc(C(=O)OCC(C)=O)c3cc(Br)ccc3n2)cc1	18.4
CC(C)NCC(O)c1ccc2ccccc2c1 (configuration not stated)	9.9
COc1ccc(C)cc1S(=O)(=O)Nc1cccc2ccc(C)nc12	8.2
CCCC(c1nnnn1Cc1ccco1)N(Cc1ccccc1)Cc1cc2c(C)cc(C)cc2[nH]c1=O (configuration not stated)	9.7
CC(NC(=O)C1(c2ccc(Cl)cc2)CC1)c1nc(-c2cccnc2)n[nH]1 (configuration not stated)	10.9
CCc1sc(C2C3=C(CC(C)(C)CC3=O)OC3=C2C(=O)CC(C)(C)C3)cc1[N+](=O)[O-]	10.4
CC(C)(C)C(=O)N1CCC(n2nc(-c3ccco3)ccc2=O)CC1	3.9
COC(=O)[C@H]1CN(C(=O)c2cccc(-n3cnnn3)c2)C[C@@H]1c1ccc(F)cc1	6.7
Cc1nc(SCC(=O)N2CCC(C)CC2)c2c(C)c(C)sc2n1	7.4
O=C(CSc1ncnc2sc3c(c12)CCCC3)OCc1ccccc1	8.4
N#C/C(=C\N1CCNC1=S)C(=O)c1ccc2ccccc2c1	33.0
O=C(CCCc1c[nH]c2ccccc12)N1CCn2cc(C(F)(F)F)nc2C1	3.1
O=C(O)c1cc(-c2ccccc2)nn1CC1CC(c2cccnc2)=NO1 (configuration not stated)	10.9
CCn1c(SCc2cc(=O)[nH]c3ccccc23)nnc1-c1cc2ccccc2cc1O	11.4

Additional results.
SMILES	EP2 antag
CCC(C)NC(=O)CSc1nc(-c2ccco2)cc(C(F)(F)F)n1 (configuration not stated)	12.3
CCCC[C@@H]1CCCO[C@@](C(=O)NCc2ccc(C)o2)(C(F)(F)F)C1	2.4
CC1CCCN(C(=O)C(C)(C)Oc2ccc(Cl)cc2)C1 (configuration not stated)	9.5
CCOc1ccc2[nH]c(=O)c(CN(C(=O)NCc3ccccc3)C3CCCC3)cc2c1	4.2
CC(C)/C(O)=C1/C(=O)O[C@@H](c2ccoc2)[C@]2(C)C(O)[C@@H](O)[C@@]34OC5(C)OC67CC(C)(C(O)[C@]6(O)[C@@H](O)[C@]3(O5)C12)[C@H](CC(=O)O)[C@]74C (some centres not stated)	14.7
COc1ccc(NC(=O)CN2CCN(c3ccccc3C)CC2)cc1	9.1
Cc1cccc(NC(=S)N2CCC(NC(=O)C3CCCCC3)CC2)c1	12.8
Cc1nc2ccc(C(=O)NC3CCCOC3)cc2s1 (configuration not stated)	2.4
O=C(CN1CCN(S(=O)(=O)c2ccccc2Cl)CC1)NC1CCCCC1	8.6
Cc1ccc(NC(=O)c2oc3ccccc3c2N)cc1	5.4
CCOc1cccc(/C(O)=C2/C(=O)C(=O)N(CCN(C)C)C2c2cccnc2)c1 (configuration not stated)	5.6
Cc1sc2nc(C)n(C3CCN(C(=O)c4cc(C(C)C)[nH]n4)CC3)c(=O)c2c1C	6.7
COC(=O)C[C@H]1c2cc(F)ccc2S(=O)(=O)N1Cc1ccccc1OC	17.1
O=c1[nH]c(=S)n(-c2ccccc2F)c(O)c1/C=C1\C=Nc2ccccc21	116.2*
CCOc1ccc(-n2nnnc2SCC(=O)NCc2ccc3c(c2)OCO3)cc1	5.9
CC(C)Nc1nc(NC(C)C)nc(N(C#N)CC#N)n1	5.0
CCn1c(SCC(=O)N2CCc3ccccc32)nnc1-c1ccccc1	9.0
O=C1COc2ccc(S(=O)(=O)Nc3cccc(C(=O)N4CCOCC4)c3)cc2N1	2.9
Cc1ccc2cc(C#N)c(SCC(=O)N3CCOCC3)nc2c1	9.6
Cc1ccc2[nH]c(=O)c(CN(C3CCCC3)C(c3nnnn3C3CCCCC3)C(C)C)cc2c1 (configuration not stated)	9.2
CCc1cccc(C)c1NC(=O)CN1CCC(c2nc3ccc(Cl)cc3[nH]2)CC1	2.0
c1nc2nc3c(c(Nc4ccc5c(c4)CCC5)n2n1)CCC3	4.3
CC(=O)c1c(C)nn(-c2ccccc2)c1Cl	7.6
Cc1ccc(OCC(=O)Nc2ccc3oc(=O)ccc3c2)c(C)c1	13.7

Part of the list above, as comma-separated lines.
SMILES,EP2 antag
CC(C)/C(O)=C1/C(=O)O[C@@H](c2ccoc2)[C@]2(C)C(O)[C@@H](O)[C@@]34OC5(C)OC67CC(C)(C(O)[C@]6(O)[C@@H](O)[C@]3(O5)C12)[C@H](CC(=O)O)[C@]74C (some centres not stated),14.7
COc1ccc(NC(=O)CN2CCN(c3ccccc3C)CC2)cc1,9.1
Cc1cccc(NC(=S)N2CCC(NC(=O)C3CCCCC3)CC2)c1,12.8
Cc1nc2ccc(C(=O)NC3CCCOC3)cc2s1 (configuration not stated),2.4
O=C(CN1CCN(S(=O)(=O)c2ccccc2Cl)CC1)NC1CCCCC1,8.6
Cc1ccc(NC(=O)c2oc3ccccc3c2N)cc1,5.4
CCOc1cccc(/C(O)=C2/C(=O)C(=O)N(CCN(C)C)C2c2cccnc2)c1 (configuration not stated),5.6
Cc1sc2nc(C)n(C3CCN(C(=O)c4cc(C(C)C)[nH]n4)CC3)c(=O)c2c1C,6.7
COC(=O)C[C@H]1c2cc(F)ccc2S(=O)(=O)N1Cc1ccccc1OC,17.1
O=c1[nH]c(=S)n(-c2ccccc2F)c(O)c1/C=C1\C=Nc2ccccc21,116.2*
CCOc1ccc(-n2nnnc2SCC(=O)NCc2ccc3c(c2)OCO3)cc1,5.9
CC(C)Nc1nc(NC(C)C)nc(N(C#N)CC#N)n1,5.0
CCn1c(SCC(=O)N2CCc3ccccc32)nnc1-c1ccccc1,9.0
O=C1COc2ccc(S(=O)(=O)Nc3cccc(C(=O)N4CCOCC4)c3)cc2N1,2.9
Cc1ccc2cc(C#N)c(SCC(=O)N3CCOCC3)nc2c1,9.6
Cc1ccc2[nH]c(=O)c(CN(C3CCCC3)C(c3nnnn3C3CCCCC3)C(C)C)cc2c1 (configuration not stated),9.2
CCc1cccc(C)c1NC(=O)CN1CCC(c2nc3ccc(Cl)cc3[nH]2)CC1,2.0
c1nc2nc3c(c(Nc4ccc5c(c4)CCC5)n2n1)CCC3,4.3
CC(=O)c1c(C)nn(-c2ccccc2)c1Cl,7.6
Cc1ccc(OCC(=O)Nc2ccc3oc(=O)ccc3c2)c(C)c1,13.7

From PubChem
